Growth percent in the NCI-60 one-dose screen (48 h, 10 µM unless noted): 100 = growth as untreated, 0 = no growth, -100 = all killed.
OVCAR-8: OVCAR-8 ovarian cancer; AID 1794782; 81,000 compounds, 4.4% hits
IGROV1: IGROV1 ovarian cancer; 79,000 compounds, 4.7% hits; AID 1794786
DU-145: DU-145 prostate cancer; 81,000 compounds, 4.2% hits
SK-OV-3: SK-OV-3 ovarian cancer cells | 80,000 compounds, 3.2% hits
OVCAR-5: OVCAR-5 ovarian cancer | 82,000 compounds, 2.9% hits
OVCAR-4: OVCAR-4 ovarian cancer cells. 80,000 compounds, 3.7% hits
NCI/ADR-RES: NCI/ADR-RES ovarian cells; 81,000 compounds, 4.4% hits; AID 1794790
OVCAR-3: OVCAR-3 ovarian cancer. 79,000 compounds, 7% hits
Starred values were filed as active, the others as inactive; / = not tested or not shown. The calls were made as follows: active = growth percent below 10; inactive = the rest.

Value order – OVCAR-8 | IGROV1 | DU-145 | SK-OV-3 | OVCAR-5 | OVCAR-4 | NCI/ADR-RES | OVCAR-3
- CCN(CC)CCCC(C)Nc1ccnc(/C=C/c2ccc(Cl)cc2)c1 (stereo not drawn)
→ 15 | 41 | 50 | 73 | 47 | 15 | 56 | 27
- OC1(Cc2ccccc2)CCNCC1
→ 100 | 103 | 121 | 105 | 109 | 101 | 106 | /
- O=c1sc(N=Nc2ccccc2)c(S)n1-c1ccccc1
→ 100 | 95 | 101 | 109 | 102 | 75 | 98 | 94
- CC1(C)CC(=O)C2=C(C1)OC(C(=O)c1ccc(N=[N+]=[N-])cc1)C2c1cccc([N+](=O)[O-])c1 (stereo not drawn)
→ 104 | 94 | 108 | 97 | 98 | 112 | 98 | 108
- CCC1=CC2=NCC(C)C(=O)N2C=C1 (stereo not drawn)
→ 99 | 94 | 109 | 79 | 117 | 113 | 102 | 108
- N#CCCNc1ccc(Nc2ccccc2)cc1
→ 80 | 91 | 81 | 82 | 122 | 93 | 70 | 85
- C/C(O)=C1\C(=O)OC(C2=C(c3cccs3)NC(=S)NC2C)=CC1c1ccc(C)o1 (stereo not drawn)
→ 89 | 89 | 97 | 77 | 102 | 100 | 97 | 105
- NCc1ccc(S(=O)(=O)Nc2nccs2)cc1
→ 111 | 108 | 107 | 86 | 102 | 108 | 99 | 106
- COc1ccc2sc(-n3nc4nc5n(c(=O)c4c3N)-c3ccccc3Sc3ccccc3-5)nc2c1
→ 82 | 68 | 100 | 92 | 126 | 66 | 74 | 77
- C=CCc1nc2ccccc2s1
→ 98 | 75 | 114 | 110 | 101 | / | 111 | 114
- Cc1ccc(C)c(CC#N)c1
→ 105 | 109 | 113 | 113 | 109 | 99 | 113 | 111
- NS(=O)(=O)c1ccc(CCn2c(=S)[nH]c3ccccc3c2=O)cc1
→ 98 | 96 | 68 | 116 | 114 | 111 | 103 | 102
- CC(C)Cc1ccc(C(C)C(=O)NCc2ccccc2)cc1 (stereo not drawn)
→ 89 | 85 | 104 | 66 | 104 | 82 | 90 | 93
- CCOc1nc(-c2ccccc2)cc2c(O)c(C(=O)N/N=C/c3ccccc3O)[nH]c(=O)c12
→ 65 | 50 | 98 | 102 | 90 | 93 | 5.4* | 77
- COc1ccc(-c2nc(SCCC(C)C)nc(NNC(N)=O)c2C#N)cc1
→ 95 | 81 | 110 | 100 | 96 | 105 | 93 | 105
- Cc1nc2ccccc2nc1SCc1nnc(Nc2ccc(Cl)cc2)s1
→ 90 | 84 | 113 | 93 | 98 | 97 | 88 | 108
- NC(=S)N1CCCC1
→ 102 | 100 | 113 | 94 | 103 | 107 | 100 | 105
- COC(=O)Cc1csc2ccccc12
→ 100 | 105 | 111 | 103 | 103 | 108 | 107 | 110
- COc1cc(C(=O)Oc2ccccc2OC(=O)c2cc(OC)c(OC)c(OC)c2)cc(OC)c1OC
→ 92 | 101 | 109 | 85 | 97 | 105 | 96 | 98
- COc1cc2c(Cc3ccccc3)cncc2cc1O
→ 87 | 83 | 102 | 94 | 115 | 82 | 81 | 97
- O=C(Nc1ccc2ncnc(Nc3ccc(Oc4cccc(F)c4)c(Cl)c3)c2c1)c1ccc(CNCCO)cc1
→ 31 | 9.1* | 7.7* | 29 | 78 | 7.6* | 77 | 46
- C1CCc2c(-c3n[nH]c4c3CCCC4)n[nH]c2C1
→ 106 | 109 | 109 | 105 | 100 | 98 | 105 | 115
- N#CC1(Nc2ccc(S(N)(=O)=O)cc2)CCCC1
→ 98 | 115 | 119 | 105 | 111 | 120 | 106 | 119
- CC(C)c1cc2c(c3c1C(=O)CC3)C(C)(C)CCC2(C)C
→ 100 | 100 | 112 | 96 | 109 | 111 | 100 | 103
- O=C(Nc1ccccc1)c1cc(-n2cnc([N+](=O)[O-])c2)cc(-n2cnc([N+](=O)[O-])c2)n1
→ 93 | 126 | 110 | 104 | 109 | 100 | 111 | 105
- COc1ccc2[nH]cc(-c3nc(-c4c[nH]c5c(Cl)nccc45)cs3)c2c1
→ 29 | 55 | 33 | 47 | 100 | 69 | 21 | 76
- CCN1C(=O)N(CC)C2C1NN=C1SC3(C(=O)N12)C(c1ccccc1F)CN(C)C31C(=O)Nc2ccccc21 (stereo not drawn)
→ 110 | 95 | 101 | 96 | 102 | 108 | 100 | 103
- COC(=O)C(N)CSC(c1ccccc1)(c1ccccc1)c1ccccc1 (stereo not drawn)
→ 37 | 29 | -24* | 19 | 33 | 80 | 68 | 21
- Cc1c(C(=O)NC2CCOC2=O)[nH]c2ccccc2c1=O (stereo not drawn)
→ 105 | 117 | 115 | 105 | 115 | 112 | 115 | 114
- O=C(Cn1nc(-c2ccccc2)ccc1=O)N/N=C/c1ccc(N2CCOCC2)cc1
→ 102 | 113 | 101 | 107 | 107 | 94 | 95 | 103

Structural class, the entries above with an aryl methoxy group
Value order – OVCAR-8 | IGROV1 | DU-145 | SK-OV-3 | OVCAR-5 | OVCAR-4 | NCI/ADR-RES | OVCAR-3
- COc1ccc2sc(-n3nc4nc5n(c(=O)c4c3N)-c3ccccc3Sc3ccccc3-5)nc2c1
→ 82 | 68 | 100 | 92 | 126 | 66 | 74 | 77
- COc1ccc(-c2nc(SCCC(C)C)nc(NNC(N)=O)c2C#N)cc1
→ 95 | 81 | 110 | 100 | 96 | 105 | 93 | 105
- COc1cc(C(=O)Oc2ccccc2OC(=O)c2cc(OC)c(OC)c(OC)c2)cc(OC)c1OC
→ 92 | 101 | 109 | 85 | 97 | 105 | 96 | 98
- COc1cc2c(Cc3ccccc3)cncc2cc1O
→ 87 | 83 | 102 | 94 | 115 | 82 | 81 | 97
- COc1ccc2[nH]cc(-c3nc(-c4c[nH]c5c(Cl)nccc45)cs3)c2c1
→ 29 | 55 | 33 | 47 | 100 | 69 | 21 | 76

At a glance, 2 of the compounds above:
Value order – OVCAR-8 | IGROV1 | DU-145 | SK-OV-3 | OVCAR-5 | OVCAR-4 | NCI/ADR-RES | OVCAR-3
- CCN(CC)CCCC(C)Nc1ccnc(/C=C/c2ccc(Cl)cc2)c1 (stereo not drawn)
→ 15 | 41 | 50 | 73 | 47 | 15 | 56 | 27
- OC1(Cc2ccccc2)CCNCC1
→ 100 | 103 | 121 | 105 | 109 | 101 | 106 | /

New compounds follow.
Value order – OVCAR-8 | IGROV1 | DU-145 | SK-OV-3 | OVCAR-5 | OVCAR-4 | NCI/ADR-RES | OVCAR-3
- O=C1CSC(=S)N1/N=C/c1c[nH]c2ccc(Br)cc12
→ 96 | 104 | 116 | 87 | 89 | / | 106 | 97
- CCCCC(=O)OCCC
→ 96 | 105 | 96 | 107 | 88 | 113 | 102 | 105
- S=C1NC(c2ccccc2)=CC(c2ccc3c(c2)OCO3)N1 (stereo not drawn)
→ 102 | 91 | 110 | 101 | 111 | 109 | 101 | 111
- O=C(Nc1ccc(Cl)cc1)c1cc(-c2ccc(Cl)cc2)c2sc(=O)[nH]c2n1
→ 4.7* | 28 | 16 | -24* | 32 | 13 | 5.6* | 1.8*
- CC(C)(C)c1cc2n(n1)-c1ccccc1CC(=O)N2Cc1ccc(Cl)cc1
→ 95 | 95 | 109 | 77 | 110 | 71 | 99 | 107
- [2H]C1([2H])CCN(C(=O)C2CC2)c2cc(NS(=O)(=O)c3ccc(-c4ccc(F)c(C(N)=O)c4)cc3)ccc21
→ 87 | 78 | 101 | 97 | 85 | / | 111 | 94
- O=C1CCN=C2C=CC(F)=CN12
→ 114 | 96 | 105 | 105 | 111 | 113 | 103 | 99
- COc1cc(/C=C/C(=O)C2=C(C#N)C(=C(C#N)C#N)NC2(O)/C=C/c2ccc(O)c(OC)c2)ccc1O (stereo not drawn)
→ 98 | 107 | 110 | 64 | 112 | 110 | 102 | 86
- CCCCCOCC#N
→ 96 | 157 | 100 | 100 | 91 | 100 | 98 | 88
- Cc1ccc2[nH]c(=S)cc(S)c2c1
→ 85 | 78 | 98 | 67 | 124 | 101 | 99 | 99
- O=C(Nc1cc(Cl)cc(Cl)c1)N1CCOCC1
→ 102 | 104 | 107 | 119 | 104 | 100 | 98 | 117
- CC(C)(NC(=O)O[C@H]1CCNC1)c1csc(-c2ccc(F)cc2)n1
→ 98 | 104 | 104 | 96 | 90 | 104 | 104 | 107
- C=CC(O)CN(C)C (stereo not drawn)
→ 93 | 110 | 112 | 103 | 96 | / | 108 | 113
- Cn1ncc2c(=S)nc(Cl)[nH]c21
→ 104 | 102 | 115 | 93 | 105 | 102 | 109 | 109
- COc1cccc(-c2nn(-c3ccccc3)cc2-c2ccnc(N3CCN(C(=O)Nc4ccccc4)CC3)c2)c1
→ 91 | 86 | 98 | 95 | 89 | 92 | 86 | 98
- O=C(NS(=O)(=O)c1ccc2ccccc2c1)n1cc(-c2ccncc2)c(-c2ccc(Cl)c(O)c2)n1
→ 73 | 60 | 113 | 82 | 90 | / | 88 | 133
- COc1ccc(-c2nc3ccc(/C=C/C(=O)c4cccc(N)c4)cc3s2)cc1
→ 94 | 98 | 108 | 108 | 118 | 92 | 91 | 124
- O=c1c2c3c(sc2n2c(CN4CCN(c5ccc(Cl)cc5)CC4)nnc2n1Cc1ccccc1)CCCC3
→ 91 | 102 | 106 | 85 | 98 | 99 | 98 | 117
- CC1(C)NC(=S)NC1=O
→ 106 | 116 | 116 | 99 | 108 | 103 | 104 | 112
- COc1cc(NC(=O)CCSc2nc3ccccc3c(=O)n2CCc2ccccn2)cc(OC)c1OC
→ 79 | 100 | 103 | 79 | 89 | 47 | 89 | 110
- Cc1ccccc1/C=C/C(=O)c1cccc(OCCCCOc2cccc(C(=O)/C=C/c3ccccc3C)c2)c1
→ 98 | 97 | 98 | 107 | 103 | 87 | 99 | 104
- COc1ccc(/C=c2\nc3n(-c4ccccc4)c4n(n-3c2=O)C(=O)CN=4)cc1
→ 100 | 100 | 113 | 107 | 109 | 111 | 101 | 108
- C#CCOc1ccc(CNC(=O)/C=C/C=C/c2ccc3c(c2)OCO3)cc1OC
→ 101 | 91 | 99 | 103 | 91 | 98 | 97 | 110
- COC(=O)[C@@H]1[C@H]2C[C@H]3c4[nH]c5cc(OC)ccc5c4CCN3C[C@@H]2C[C@H](OC(=O)/C=C/c2ccnc(OC)c2)[C@H]1OC
→ 88 | 83 | 92 | 96 | 102 | / | 82 | 90
- CCn1cc(C(=O)NN2C(=O)c3ccccc3C2=O)c(=O)c2ccc(C)nc21
→ 95 | 109 | 105 | 95 | 108 | 101 | 105 | 99
- OC1CCC2CN3CCc4c([nH]c5ccccc45)C3CC2C1 (stereo not drawn)
→ 102 | 120 | 115 | 99 | 108 | / | 99 | 112
- COc1cc(/C=N/n2c(CN3CCCC3)nc3ccccc3c2=O)cc(OC)c1OC
→ 101 | 107 | 108 | 108 | 98 | 106 | 97 | 114
- O=C(O)c1ccc(-n2cc(CO)c(-c3ccc(F)c(F)c3)n2)cc1
→ 110 | 106 | 111 | 97 | 108 | 110 | 102 | 113
- N#C/C(=C\c1ccc(-c2ccccc2)cc1)C(N)=O
→ 105 | 104 | 105 | 92 | 110 | 105 | 113 | 101
- COc1ccc2c(c1)oc1c3[nH]c4ccccc4c3c3c(c21)C(=O)NC3=O
→ 101 | 57 | 96 | 94 | 97 | 92 | 97 | /

Continuation:
Codes – A = OVCAR-8; B = IGROV1; C = DU-145; D = SK-OV-3; E = OVCAR-5; F = OVCAR-4; G = NCI/ADR-RES; H = OVCAR-3
C1=CN2CC(c3ccccc3)=NNC2c2ccccc21 (stereo not drawn)
  A = 92	B = 23	C = 113	D = 92	E = 106	F = 83	G = 81	H = 82

CN(Cc1ccccc1)c1nc(Cl)c(C2CC(c3ccc(Cl)cc3)=Cc3[nH][nH]c(=O)c32)s1 (stereo not drawn)
  A = 94	B = 88	C = 104	D = 101	E = 98	F = 116	G = 90	H = 95

Nc1ccncc1CO
  A = 97	B = 108	C = 103	D = 89	E = 126	F = 110	G = 100	H = 105

CCOC(=O)C1=C(c2ccccc2)N=C2SC=C(c3cccc([N+](=O)[O-])c3)N2C1c1ccc(O)cc1 (stereo not drawn)
  A = 98	B = 95	C = 102	D = 102	E = 100	F = 106	G = 99	H = 101
